GalR3 antagonist: human GalR3 antagonism | O60755 | HEK293 GalR3-CNG cAMP membrane potential fluorescence; galR3 body fused to GalR1 C-terminus | inhibition, % at 3 µM | 360,000 compounds, 0.44% hits;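 active = inhibition above the screen-wide average plus 3 SD, cut at about 13% in these data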;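 also: forskolin and galanin both at EC90 stimulate the cells; cAMP rise reported by CNG channel membrane potential dye signal; 0% = forskolin plus galanin with DMSO and 100% = forskolin alone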
p-CIP stab down: p/CIP protein destabilization. F442A p/CIP-EGFP cells, EGFP fluorescence, 16 h. 290,000 compounds, 0.01% hits. decrease of EGFP signal, % at 10 µM. AID 1984;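 active = EGFP signal decrease of at least 30% at 10 µM or well 3 SD below plate mean, unless failing retest; inactive = the rest, including hits failing retest or dose response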; also: some compounds called inactive have numbers as strong as hits; many of its hits are not listed in these tables
Target sequence (Q05BA5 1-1403): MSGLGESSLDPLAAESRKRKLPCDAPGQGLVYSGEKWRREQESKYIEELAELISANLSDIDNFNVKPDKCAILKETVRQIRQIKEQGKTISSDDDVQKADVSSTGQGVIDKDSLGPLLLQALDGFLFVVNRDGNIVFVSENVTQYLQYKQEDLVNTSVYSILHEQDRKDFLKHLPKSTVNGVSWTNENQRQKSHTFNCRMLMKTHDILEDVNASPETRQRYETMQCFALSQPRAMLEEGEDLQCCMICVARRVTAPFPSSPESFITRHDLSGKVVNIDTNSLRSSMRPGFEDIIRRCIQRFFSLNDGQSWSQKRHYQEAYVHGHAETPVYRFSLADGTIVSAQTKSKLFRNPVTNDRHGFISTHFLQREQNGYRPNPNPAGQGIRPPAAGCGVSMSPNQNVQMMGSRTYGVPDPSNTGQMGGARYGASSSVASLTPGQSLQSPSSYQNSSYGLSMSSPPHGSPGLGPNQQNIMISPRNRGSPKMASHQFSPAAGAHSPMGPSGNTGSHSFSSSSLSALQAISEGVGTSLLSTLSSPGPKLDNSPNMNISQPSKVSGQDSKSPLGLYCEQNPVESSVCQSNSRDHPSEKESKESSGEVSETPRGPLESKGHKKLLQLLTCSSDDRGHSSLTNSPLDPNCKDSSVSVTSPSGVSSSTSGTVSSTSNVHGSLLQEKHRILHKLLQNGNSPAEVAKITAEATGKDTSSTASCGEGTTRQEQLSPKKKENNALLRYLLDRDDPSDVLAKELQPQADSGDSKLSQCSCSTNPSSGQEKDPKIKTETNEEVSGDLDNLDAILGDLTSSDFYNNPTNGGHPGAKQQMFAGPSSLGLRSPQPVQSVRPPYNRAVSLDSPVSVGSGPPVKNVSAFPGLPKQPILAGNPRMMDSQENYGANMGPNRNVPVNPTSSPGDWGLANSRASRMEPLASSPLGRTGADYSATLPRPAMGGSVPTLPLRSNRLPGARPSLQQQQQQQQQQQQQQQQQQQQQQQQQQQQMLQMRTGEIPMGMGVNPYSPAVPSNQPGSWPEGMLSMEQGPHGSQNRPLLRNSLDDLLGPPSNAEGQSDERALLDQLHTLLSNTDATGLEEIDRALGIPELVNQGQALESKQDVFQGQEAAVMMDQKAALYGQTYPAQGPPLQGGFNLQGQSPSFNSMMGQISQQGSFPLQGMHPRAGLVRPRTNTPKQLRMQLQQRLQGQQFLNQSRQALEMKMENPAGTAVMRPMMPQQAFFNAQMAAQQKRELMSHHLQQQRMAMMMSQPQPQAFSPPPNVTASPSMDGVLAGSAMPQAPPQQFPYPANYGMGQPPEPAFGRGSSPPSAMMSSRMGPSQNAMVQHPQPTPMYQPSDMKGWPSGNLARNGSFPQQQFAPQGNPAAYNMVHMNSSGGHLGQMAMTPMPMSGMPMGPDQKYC
M4 PAM: potentiates acetylcholine response at human M4 receptor | CHO-K1 hM4/Gqi5, Fluo-8 calcium fluorescence, ACh EC20; 0% = ACh EC20, 100% = maximal ACh | activation, % at 3 µM | AID 624126 | 360,000 compounds, 0.4% hits | P08173;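 active = activation above its plate's cutoff, the mean activation of sample wells plus 3 SD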; also: some results filed as inactive read as strong as hits
IDE cell inh: inhibitors of human insulin-degrading enzyme in cells; P14735; HEK cells, FAbetaB cleavage, fluorescence polarization; inhibition, % at 5.59 µM; 320,000 compounds, 0.41% hits;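 active = percent inhibition above the average of all tested compounds plus 3 SD, set per screening campaign, cut at about 16% in these data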;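 also: IDE supplied by intact live HEK cells; FP after avidin binding of uncleaved biotin substrate so inhibition keeps polarization high; 0% = DMSO wells and 100% = 60 µM reference IDE inhibitor Ii1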
IDE cell activ: IDE (human) activation, cell-based | HEK cells, FAbeta-B cleavage, fluorescence polarization; 0% vehicle, 100% cell-free pure enzyme wells | 340,000 compounds, 0.073% hits | P14735 | activation, % at 5.96 µM;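 active = activation above the mean of all tested compounds plus 3 SD, set per screening campaign, cut at about 17% in these data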
CRFBP-R2 agonist: agonists of human CRF-binding protein/CRF-R2 receptor complex. HEK293 CRF-R2/CRF-BP, calcium dye fluorescence (FLIPR); percent of saturating CRF peptide response. activation, % at 13.2 µM. 350,000 compounds, 0.46% hits;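 active = activation of at least 50%, plus an integration ratio under a set limit after plate pattern correction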;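 also: plate controls were neutral control wells without compound for no effect and CRF at EC100 for full effect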
PHOSPHO1 inh: PHOSPHO1 (human) inhibition. recombinant PHOSPHO1, absorbance phosphatase assay. inhibition, % at 13.3 µM. 290,000 compounds, 1.1% hits. AID 1565; in the data active = inhibition above about 60%
MEKK3 PB1 HTS: raises or lowers MEK5 binding to the human MEKK3 PB1 domain; Q99759; bead-based flow cytometry, Alexa488-MEK5 binding to MEKK3; actives lie on both sides; 0 = blocked by unlabeled MEK5, 100 = vehicle; binding response (% of control), % at 10 µM; 290,000 compounds, 1.4% hits;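 active = binding response more than 3 SD above or below the average of its plate-row segment, actives on both sides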;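 also: Alexa488 bead fluorescence after subtracting the streptavidin-only scavenger bead signal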
CRFR2-BP antag: blocks CRF-induced signaling of the CRF-BP/CRF-R2 complex; HEK293 CRF-R2/CRF-BP, CRF-induced calcium fluorescence; inhibition, % at 11.8 µM; 350,000 compounds, 0.59% hits; AID 588475;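 active = inhibition of the ligand-induced calcium signal above about 50% at the single tested concentration, limit read from the data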
Starred values were filed as active, the others as inactive; · = not tested or not shown.

SMILES | GalR3 antagonist | p-CIP stab down | M4 PAM | IDE cell inh | IDE cell activ | CRFBP-R2 agonist | PHOSPHO1 inh | MEKK3 PB1 HTS | CRFR2-BP antag
CC(=O)Nc1cccc(NC(=O)CSc2nc(C3CC3)nc3ccccc23)c1 | -11.7 | -13.8 | -1.1 | -0.1 | 2.0 | -0.4 | 31.9 | 106.0 | 2.2
CS(=O)(=O)N1CCC(C(=O)Nc2ccc(Cl)c(C(F)(F)F)c2)CC1 | -1.5 | -2.9 | -6.3 | -2.1 | 0.0 | -1.3 | -8.3 | 98.0 | -7.8
Cc1cc(C)c2c(=O)cc(C(F)(F)F)oc2n1 | -2.4 | 7.7 | 3.5 | 1.5 | 4.5 | -0.8 | 32.2 | 103.0 | -5.8
Cc1oc(C(=O)O)cc1COc1ccc2c3c(c(=O)oc2c1)CCC3 | -3.7 | 3.6 | 12.7 | 2.5 | 2.2 | 1.8 | 0.3 | 101.0 | -3.3
Cc1sc2ncnc(N3CCC(C(=O)Nc4ccc(Br)cc4Br)CC3)c2c1C | -1.1 | · | 21.6* | 4.5 | -13.9 | -0.7 | · | · | -2.1
COCCC1CCCCN1C(=O)c1cc(COc2ccc(C)nc2)on1 (configuration not stated) | 0.5 | -33.0 | -5.5 | -4.5 | -0.5 | 1.9 | 27.6 | 96.0 | 6.6
CC(=O)C1=C(O)C(=CC=Cc2ccccc2)OC1=O | -0.4 | · | 14.8 | · | · | 2.9 | · | · | -11.7
Cc1ccc(NCc2nc3ccccc3n2CCOc2ccccc2)cc1 | -7.4 | -7.4 | 4.7 | 6.1 | 0.8 | -2.4 | -18.2 | 99.0 | -9.6
Nc1nc(-c2cccc(Br)c2)cs1 | -5.5 | -8.4 | 8.0 | -0.4 | -4.7 | 0.8 | 25.7 | 107.0 | 16.7
O=C(CCC(=O)N1CCN(c2ccccc2F)CC1)N1CCN(c2ccc(F)cc2)CC1 | -2.2 | -2.5 | 0.1 | 5.1 | -9.4 | 0.3 | 24.1 | 109.0 | 12.4
COC(=O)C(c1cc(OC)c(O)c(OC)c1)(N1CCNC(C)C1)C(F)(F)F (configuration not stated) | -3.1 | 0.8 | 1.0 | 0.1 | 2.6 | -0.8 | 3.7 | 103.0 | -1.8
O=C1c2ccccc2S(=O)(=O)c2cc(-c3nn[nH]n3)ccc21 | -3.4 | · | 7.0 | · | · | -2.0 | · | · | -1.7
C=C(C)CSc1cc(C)nc2c(-c3ccccc3)c(C)nn12 | -0.4 | -14.8 | 1.7 | 2.9 | 0.8 | -5.3 | 10.0 | 100.0 | -2.6
COc1ccccc1OCCn1nnc2ccccc21 | -8.3 | -4.8 | 0.1 | 4.8 | 3.3 | -2.9 | 29.0 | 96.0 | -6.9
Cc1ccc(NC(=O)c2c(C(F)(F)F)nn(C)c2Cl)cc1C | -1.9 | -8.3 | -2.4 | -4.3 | 6.7 | 0.7 | -68.4 | 103.0 | 37.7
O=C(COC(=O)CCC(=O)c1ccc(Cl)cc1)NC1CC1 | -1.5 | 1.3 | 2.1 | 1.5 | -2.7 | -0.2 | 35.7 | 120.0 | -8.0
COc1cc(C(=O)O/N=C2/C=CC(=O)C(C)=C2C)cc(OC)c1OC | -3.0 | -12.6 | 9.4 | · | 2.5 | 0.2 | 0.9 | · | -7.1
COc1ccc(C(=O)NC(=S)Nc2ccc(Cc3ccncc3)cc2)cc1 | 1.8 | -9.5 | 4.2 | -2.5 | -9.5 | 14.9 | 22.6 | 101.0 | -59.4
COc1ccc(-c2[nH]ncc2CNCC(C)(C)N2CCOCC2)cc1F | -6.1 | -1.8 | 6.1 | 3.7 | 2.7 | -0.3 | -0.8 | 96.0 | 5.6
S=C(NCC1CCCO1)NC1CCCCC1 (configuration not stated) | 1.5 | -25.8 | 2.2 | 5.7 | 1.7 | -1.4 | 31.2 | 94.0 | -3.3
CCOC(=O)C1=C(C)NC(=O)NC1c1ccoc1 (configuration not stated) | -4.7 | -9.4 | 22.1 | 4.3 | -3.1 | 0.6 | 19.1 | 103.0 | -5.9
O=C(CSC1CC(=O)N(CCc2ccccc2)C1=O)Nc1ccc(Br)cc1 (configuration not stated) | -2.8 | 1.4 | -2.9 | 5.0 | 5.7 | 0.2 | -7.4 | 104.0 | -7.2
CN(CC1COc2ccccc2O1)C(=O)CSc1nncs1 (configuration not stated) | -2.9 | · | 10.1 | 0.3 | 1.7 | 0.2 | · | · | 2.5
CCOc1ccc(OCCCC(=O)N2CCN(S(=O)(=O)c3ccc(Cl)cc3)CC2)cc1 | -0.9 | · | 0.1 | 4.9 | 0.8 | 1.1 | · | · | -6.1

Individual results from the list.
COc1ccc(-c2[nH]ncc2CNCC(C)(C)N2CCOCC2)cc1F – MEKK3 PB1 HTS: 96.0
COc1cc(C(=O)O/N=C2/C=CC(=O)C(C)=C2C)cc(OC)c1OC – GalR3 antagonist: -3.0
CCOC(=O)C1=C(C)NC(=O)NC1c1ccoc1 (configuration not stated) – M4 PAM: 22.1

New compounds follow
SMILES | GalR3 antagonist | p-CIP stab down | M4 PAM | IDE cell inh | IDE cell activ | CRFBP-R2 agonist | PHOSPHO1 inh | MEKK3 PB1 HTS | CRFR2-BP antag
COc1ccc(C(=O)Nc2ccc(Cl)cc2C(=O)NCCO)cc1 | -7.9 | -9.2 | 1.1 | -0.5 | 3.6 | -0.4 | -26.5 | 97.0 | 1.1
CC1=C(C(N)=O)C(c2ccc(Cl)cc2Cl)n2ncnc2N1 (configuration not stated) | -5.3 | 9.5 | -2.7 | -4.0 | 0.1 | -0.8 | -20.5 | 93.0 | 21.9
Cn1c(=O)c2c(nc(CN3CCN(C(=O)c4ccco4)CC3)n2CC(=O)C(C)(C)C)n(C)c1=O | -2.9 | -23.0 | -0.3 | -1.5 | 2.3 | 1.1 | 43.3 | 103.0 | 3.1
COc1ccc(S(=O)(=O)N(C)CC(=O)NC2CC2)cc1OC | -3.1 | -0.9 | 15.0 | 1.7 | 1.6 | 0.7 | 26.3 | 101.0 | 1.6
CCc1ccc(NC(=O)CCn2ccnc2C)cc1 | -6.4 | -5.9 | -7.5 | 3.0 | 0.3 | -1.6 | 11.6 | 109.0 | -24.1
CN(c1ccc(C(=O)N2CCN(c3ccccc3F)CC2)cc1)S(=O)(=O)c1ccccc1 | -5.7 | -9.6 | -7.9 | -3.1 | -1.8 | 1.2 | 47.8 | 99.0 | 12.1
Cn1ccnc1Sc1nc(Nc2cccc(Cl)c2)nc(N2CCOCC2)n1 | -6.1 | -56.3 | 1.3 | 2.9 | 2.4 | 0.2 | 11.7 | 101.0 | -37.6
Nc1ncc(-c2cc3ccccc3oc2=O)s1 | -5.9 | 11.2 | 0.2 | 2.5 | 5.6 | -0.4 | 43.1 | 100.0 | 20.4
COc1cc(/C=C2/C(=O)N(c3ccccc3)N=C2C)ccc1OS(=O)(=O)c1ccccc1 | · | 13.3 | · | -4.5 | · | · | -25.9 | 103.0 | ·
COc1cc(/C=C2/C(=O)N(c3cccc(Br)c3)N=C2C)cc(OC)c1O | -7.0 | -2.4 | 1.0 | 0.9 | -31.0 | 12.5 | 15.0 | 101.0 | -28.4
O=C(COC(=O)c1cccc(S(=O)(=O)N2CCCC2)c1)c1ccc(F)cc1 | 2.7 | · | 1.4 | · | · | -0.3 | · | · | 4.2
COc1cccc(CN2CC(C(=O)NCc3ncc(C)[nH]3)CCC2=O)c1 (configuration not stated) | 1.1 | -16.6 | 2.6 | -3.6 | 2.1 | -1.1 | -9.0 | 96.0 | -1.4
CCCc1cc(=O)[nH]c(SCc2csc(-c3ccccc3)n2)n1 | -4.4 | -0.2 | 7.0 | 7.0 | 6.6 | -0.7 | 18.8 | 94.0 | -10.1
COc1ccccc1/C=N/OCc1cc(C(C)=O)ccc1OC | -8.2 | -5.6 | 2.5 | 0.1 | -0.8 | 0.6 | 28.4 | 99.0 | 14.5
Cc1ccc(CN=c2c([N+](=O)[O-])nn(-c3ccc(Cl)cc3)n2O)cc1 | -4.8 | -0.5 | -7.1 | 9.1 | 5.1 | -0.8 | -3.1 | 99.0 | -6.9
CCOc1ccc(NC(=O)CCNS(=O)(=O)c2ccc3c(c2)CCC(=O)N3)cc1 | 1.6 | 0.0 | -7.8 | -4.0 | -0.2 | 1.3 | 11.9 | 94.0 | -12.7
COc1ccc(NC(=O)Nc2ccc(OCc3ccccc3)cc2)cn1 | -8.1 | -7.7 | 4.3 | · | -3.9 | 10.5 | -6.4 | 100.0 | -2.0
CS(=O)(=O)N(CC(=O)Nc1cccc(F)c1)Cc1ccccc1 | -2.6 | 3.6 | 1.0 | 1.1 | 4.6 | 0.1 | -20.9 | 94.0 | -2.8
O=C(CNS(=O)(=O)c1ccc(Br)s1)N1CCN(c2ccc(F)cc2)CC1 | -8.6 | -14.6 | 1.4 | 3.8 | -4.3 | -3.9 | 10.8 | 100.0 | 11.6
Cc1ccc(-c2n[nH]c(=S)n2/N=C/c2ccc(C)s2)cc1 | -0.8 | -5.4 | -0.5 | 3.3 | 3.8 | 0.6 | 45.0 | 102.0 | 0.1
COc1cc(NS(=O)(=O)c2ccc3ccccc3c2)c2ncccc2c1 | -1.9 | -7.0 | 3.1 | 10.6 | -1.6 | 5.9 | 17.6 | 100.0 | -5.9
CN(CC(=O)Nc1ccc(F)c(F)c1F)C(=O)C1CC(=O)N(c2ccc3c(c2)OCCO3)C1 (configuration not stated) | -1.5 | · | 3.8 | 4.0 | 4.4 | 0.4 | · | · | -6.2
CCOC(=O)C1CCN(C(=O)c2cc(COc3ccc(F)cc3F)on2)CC1 | -4.0 | -0.7 | -1.7 | 1.0 | -1.8 | 1.5 | 13.7 | 104.0 | 1.8
Cc1ccc(S(=O)(=O)NCC(=O)N(CC(=O)NC(C)(C)C)Cc2cccs2)cc1 | -0.5 | -4.0 | -12.7 | 9.6 | 4.9 | -0.1 | 16.8 | 103.0 | -2.6
CC(C(=O)Nc1ccccc1-c1ccccc1)N1CCN(Cc2ccccc2)CC1 (configuration not stated) | -2.4 | -7.0 | -8.9 | 2.3 | 4.2 | 2.1 | -72.7 | 111.0 | -23.4
COc1ccc(CC(=O)NC2CCS(=O)(=O)C2)cc1 (configuration not stated) | -1.1 | · | 7.7 | 8.8 | -4.9 | 0.5 | · | · | 8.2
C/C(=N\Nc1nc(C)cc(-c2ccccc2)n1)c1ccc(O)cc1 | -10.1 | -1.5 | 4.8 | 2.0 | -3.1 | -1.5 | -2.7 | 95.0 | 8.4
COc1ccc(Cl)cc1NC(=O)[C@@H]1CCCN1C(=O)c1cccs1 | -4.1 | -2.0 | 10.4 | -4.2 | 5.6 | 0.6 | -6.0 | 98.0 | 19.7
O=C(Cc1ccccc1[N+](=O)[O-])OCC(=O)N1CCN(c2ccccc2)CC1 | -3.8 | · | 9.5 | 2.9 | -2.8 | 2.0 | · | · | -8.4
COc1ccc(Cl)cc1NC(=O)CNc1ccccc1F | -0.1 | -2.9 | -1.9 | 1.4 | -4.9 | -2.6 | -8.9 | 104.0 | 61.7*
CC1(C)CN(c2ccccc2)C(=O)[C@H]1CC(=O)Nc1ccccc1 | -6.2 | · | 3.0 | · | · | -0.9 | · | · | -7.4
CCOc1cccc(C(=O)Nc2cccc(-c3nnc(-c4ccccc4)o3)c2)c1 | -7.3 | -12.4 | 1.2 | 0.4 | -10.1 | 0.2 | 0.7 | 102.0 | -13.2

High-throughput results: PubChem BioAssay, several laboratories
